# Screening results (PubChem BioAssay)
# mIAP activ – increases mouse intestinal alkaline phosphatase activity | muIAP, CDP-Star luminescence, 30 min; stronger effect = higher value; 1 = vehicle-only enzyme signal, 0 = enzyme-free wells | activation factor at 10 µM | actives 0.24% (n = 330,000);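 active = activation factor of at least 2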; note: the source names both 10 and 20 µM as test concentration; values of inactives mirror those of a sister screen read the other way
#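 Assay system: mouse IAP enzyme; Reagent: CDP-Star chemiluminescent phosphatase substrate; Compound: DMSO-dissolved test compounds; Incubation: 30 min, room temperature; Technique: luminescence from enzymatic CDP-Star hydrolysis; Controls: DMSO-only wells and no-enzyme negative control.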
# APOBEC3G inh – blocks human APOBEC3G single-stranded DNA deamination | Q9HC16 | recombinant A3G, ssDNA deamination FAM/TAMRA fluorescence | inhibition, % at 20 µM | actives 0.28% (n = 330,000) | AID 493012;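 active = inhibition of at least 40% at 20 µM, with no more than 30% in the related APOBEC3A deaminase screen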;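 note: plate controls were DMSO wells with A3G for no effect and wells lacking A3G enzyme for full effect; some compounds called inactive have numbers as strong as hits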
# Target sequence (Q9HC16 whole entry, looked up): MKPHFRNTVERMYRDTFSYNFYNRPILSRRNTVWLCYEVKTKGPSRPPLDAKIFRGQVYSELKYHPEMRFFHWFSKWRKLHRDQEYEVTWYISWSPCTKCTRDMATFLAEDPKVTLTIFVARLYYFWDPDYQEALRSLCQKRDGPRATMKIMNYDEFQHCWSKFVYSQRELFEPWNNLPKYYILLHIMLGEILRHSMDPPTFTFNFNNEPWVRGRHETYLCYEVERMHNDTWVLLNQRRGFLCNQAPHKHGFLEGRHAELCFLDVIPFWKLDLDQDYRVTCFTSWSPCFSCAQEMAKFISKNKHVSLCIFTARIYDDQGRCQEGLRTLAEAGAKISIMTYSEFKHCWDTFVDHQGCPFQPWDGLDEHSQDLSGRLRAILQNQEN
# APOBEC3A inh – human APOBEC3A DNA deaminase inhibition | recombinant A3A, FAM/TAMRA ssDNA deamination fluorescence | inhibition, % at 20 µM | actives 0.41% (n = 330,000) | AID 493011;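 active = at least 40% inhibition at 20 µM here, with at most 30% in a related deaminase screen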;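 note: plate controls were A3A with DMSO for no effect and wells lacking A3A enzyme for full effect; some results filed as inactive read as strong as hits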
# Target sequence (P31941 whole entry, looked up): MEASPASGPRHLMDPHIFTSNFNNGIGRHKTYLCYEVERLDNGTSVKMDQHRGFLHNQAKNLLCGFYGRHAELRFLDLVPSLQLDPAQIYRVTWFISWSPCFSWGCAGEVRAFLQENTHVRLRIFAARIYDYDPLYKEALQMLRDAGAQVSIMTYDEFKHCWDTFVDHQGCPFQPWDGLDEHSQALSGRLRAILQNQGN
# NLRP3 yeast inh – blocks the NALP3 inflammasome reconstituted in yeast. actives 0.39% (n = 330,000). Yeast reconstituted NLRP3/ASC/caspase-1, beta-gal luminescence, 24 h. inhibition, % at 10 µM. AID 2825;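 active = inhibition of 50% or more; inactive = inhibition below 50%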;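 note: plate controls were induced DMSO wells for no effect and uninduced yeast grown without galactose for full effect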
# hIAP inh – human IAP inhibition | P09923 | purified IAP, CDP-Star luminescence, 30 min | inhibition, % at 10 µM | actives 0.12% (n = 330,000);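 active = inhibition reaching a set limit with compound at 10 µM in the primary screen, cut at about 35% in these data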;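 note: plate controls were DMSO wells with enzyme for no effect and no-enzyme buffer wells for full effect; values of inactives mirror those of a sister screen read the other way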
# SENP1 inh – blocks the human SENP1 SUMO protease catalytic domain; actives 0.21% (n = 360,000); Q9P0U3; inhibition, % at 10 µM; recombinant SENP1 catalytic domain, CyPet-SUMO1-YPet FRET cleavage;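 active = inhibition at least 30% at 10 µM, raw YFP signal under a set limit, fluorescence ratio 0.5 to 1.5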;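 note: 0% = enzyme with DMSO and 100% = no enzyme wells; some results filed as inactive read as strong as hits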
# Target sequence (Q9P0U3 419-644 limits assumed): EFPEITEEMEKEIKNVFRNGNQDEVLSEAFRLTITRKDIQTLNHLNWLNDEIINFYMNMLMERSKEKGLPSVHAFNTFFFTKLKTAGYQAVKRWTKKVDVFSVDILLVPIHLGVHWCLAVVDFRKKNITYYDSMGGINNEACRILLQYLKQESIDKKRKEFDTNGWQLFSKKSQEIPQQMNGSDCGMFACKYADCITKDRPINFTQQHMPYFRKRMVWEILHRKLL
#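 Material: hSENP1 catalytic domain, recombinant; medium: Tris pH 8 with BME, BSA, NP40 and catalase; compound: single concentration of 10 µM compound, 0.5% DMSO final; technique: FRET read of cyan and yellow fluorescence; timing: 50 min enzyme reaction, room temperature, light-protected; reagent: SFCypet-SUMO1-SFYpet substrate at 25 nM; control set: no-enzyme low, enzyme-DMSO high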
# beta cell repl – MIN6 beta-cell proliferation induction. MIN6 cells proliferation, ATPlite luminescence, 48 h; cells starved in 0.2% serum; 100% = growth in 10% serum. proliferation, % at 10 µM. actives 0.29% (n = 330,000). AID 2380;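 active = compounds whose signal lies at least 3.5 SD above the mean of all wells on their plate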;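 note: 0% = DMSO-treated cells in low-serum medium and 100% = 10% serum control; some compounds called inactive have numbers as strong as hits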
# hIAP activ – increases human intestinal alkaline phosphatase activity. purified human IAP, CDP-Star luminescence, 30 min; stronger effect = higher value; 1 = vehicle-only enzyme, 0 = enzyme-free background. activation factor at 10 µM. actives 0.16% (n = 330,000);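 active = activation factor of the enzyme at least 2-fold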; note: the source names both 10 and 20 µM as test concentration; values of inactives mirror those of a sister screen read the other way
# mIAP inh – blocks mouse intestinal alkaline phosphatase; AID 2806; purified mouse IAP, CDP-Star luminescence, 30 min; actives 0.2% (n = 330,000); inhibition, % at 10 µM;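 active = inhibition of at least 40% at 10 µM in the primary screen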;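 note: plate controls were DMSO with enzyme for no effect and no enzyme wells for full effect; values of inactives mirror those of a sister screen read the other way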
# Numbers without * were called inactive. Some of the compounds tested, so the mix of outcomes need not match the whole.
1. C#CCN1CCN(c2cccc(C(F)(F)F)c2)CC1
2. Cc1cccc(-n2c(O)c(C=NCCN3CCCCC3)c(=O)[nH]c2=O)c1
3. CC1=C(/C=C/c2ccccc2)CCN(C)C1
4. COC(=O)C1=C(c2ccc(-c3ccccc3)c(F)c2)C[C@@H]2CC[C@H]1N2C(=O)NCc1cccc2ccccc12
5. N=c1c[n+](CC23CC4CC(CC(C4)C2)C3)[n-]o1
6. CCN1CCN(Cc2ccc(OC(F)(F)F)cc2)CC1
7. O=P(NC(c1ccccc1)c1ccccc1)(Oc1ccccc1)Oc1ccccc1
8. O=c1[nH]c(=S)[nH]c(O)c1C(c1ccccn1)c1c(O)[nH]c(=S)[nH]c1=O
assay / entry,1,2,3,4,5,6,7,8
mIAP activ,1.1,0.96,1,1,0.98,0.91,1,0.93
APOBEC3G inh,-1,-7,-4,-1,-7,-8,-2,11
APOBEC3A inh,-6,-1,0,2,-5,-5,1,0
NLRP3 yeast inh,7,21,5,8,14,1,13,-3
hIAP inh,-9,21,3,8,1,10,-6,-14
SENP1 inh,0,-1,1,2,2,1,2,3
beta cell repl,-3,-4,0,-6,1,-4,0,-1
hIAP activ,1.1,0.79,0.97,0.92,0.99,0.9,1.1,1.1
mIAP inh,-8,4,-1,-4,2,9,-3,8

9. CS(=O)(=O)NCc1nnc2n1-c1ccc(Cl)cc1C(c1ccccc1)=NC2
10. CCC(=Nc1ccc(OC)cc1OC)c1c(O)n(C)c(=O)n(C)c1=O
11. CNC(C(=O)c1ccccc1)C(OC)c1cccc([N+](=O)[O-])c1 (centres undefined)
12. Cc1c(C=C2C(=O)N(C)C(=O)N(C)C2=O)c(=O)n(-c2ccccc2)n1C
13. C/C(=N\N1CCCCCC1)c1c(O)n(-c2ccc(Cl)cc2)c(=O)[nH]c1=O
14. O=C(N/N=C1/CN2CCC1CC2)c1cccc(O)c1
15. O=c1[nH]c(CN2CC=C(c3ccccc3)CC2)nc2scc(-c3ccccc3)c12
16. O=C1CC(c2cccnc2)=NN1c1ccc(Cl)cc1Cl
assay / entry,9,10,11,12,13,14,15,16
mIAP activ,0.9,0.88,0.91,0.98,1.1,0.82,0.97,0.91
APOBEC3G inh,1,0,-4,-6,0,1,-9,-1
APOBEC3A inh,5,2,-4,-2,2,0,-6,0
NLRP3 yeast inh,12,-4,-7,5,-8,3,0,10
hIAP inh,7,12,10,7,-6,-1,-9,11
SENP1 inh,1,3,0,1,4,1,-38,3
beta cell repl,0,0,1,0,-1,-3,-2,4
hIAP activ,0.93,0.88,0.9,0.93,1.1,1,1.1,0.89
mIAP inh,10,12,9,2,-6,18,3,9

17. O=c1c2ccccc2nc(Cc2ccccc2)n1-c1ccccc1O
18. COC(=O)C1=C(c2ccc(C(C)=O)cc2)C[C@@H]2CC[C@H]1N2C(=O)NCCO
19. CCOC(=O)c1nc2ccccc2c(=O)n1-c1ccc(C)cc1
20. c1cc2n(c1)-c1c(ccc3c1OCO3)CNC2c1ccc2c(c1)OCO2 (centres undefined)
21. COc1ccc(NC(c2ccccc2)P(=O)(Oc2ccccc2)Oc2ccccc2)cc1 (centres undefined)
22. c1ccc2c(c1)[nH]c1cnccc12
23. O=C(COC(=O)Cc1ccccc1)NNC(=O)c1ccc([N+](=O)[O-])cc1
24. Cc1cc(=O)oc2cc3c(cc12)CCCN3
assay / entry,17,18,19,20,21,22,23,24
mIAP activ,0.96,1.1,1,1.2,1,0.99,1.1,1.1
APOBEC3G inh,-5,-10,-7,-5,-6,-8,-5,-7
APOBEC3A inh,6,-2,-3,-5,-3,-4,-1,-10
NLRP3 yeast inh,4,6,30,12,14,-10,7,2
hIAP inh,-9,3,9,-1,5,6,-12,-30
SENP1 inh,1,0,0,-2,2,-8,3,-21
beta cell repl,-3,4,-1,0,-1,8,2,0
hIAP activ,1.1,0.97,0.91,1,0.95,0.94,1.1,1.3
mIAP inh,4,-11,-3,-16,-3,1,-8,-5

25. ClC(Cl)(Cl)c1ccccc1
26. COC(=O)CC1=C(C(=O)OC)C2(C(=O)Nc3c(C)cccc32)C(C#N)=C(N)O1 (centres undefined)
27. CC(C)(C)c1ccc(S(=O)(=O)N2CC3CC(C2)c2cccc(=O)n2C3)cc1 (centres undefined)
28. Fc1ccc(N2CCN(Cc3ccc4c(c3)OCO4)CC2)cc1
29. O=c1cccc2n1CC1CC2CN(Cc2c(Cl)cccc2Cl)C1 (centres undefined)
30. O=[N+]([O-])c1ccc(C2C3C(c4ccccc4)=NC4(CCCC4)N32)cc1 (centres undefined)
31. Cc1cccc(OC(=O)N2CCOCC2)c1
32. CC(N)Cc1c[nH]c2cc3c(cc12)OCCO3 (centres undefined)
assay / entry,25,26,27,28,29,30,31,32
mIAP activ,1,0.89,1,0.96,1,1,0.96,1
APOBEC3G inh,-3,-5,-4,-7,-6,4,0,-6
APOBEC3A inh,1,-1,-1,-2,-1,3,3,-1
NLRP3 yeast inh,-3,14,17,-6,-5,20,9,5
hIAP inh,-3,-10,-2,8,20,-8,8,2
SENP1 inh,0,0,3,1,-1,8,1,-9
beta cell repl,0,-3,-1,1,-1,-2,1,-3
hIAP activ,1,1.1,1,0.92,0.8,1.1,0.92,0.98
mIAP inh,0,11,-1,4,0,0,4,-4

33. CC(C)Oc1ccc(C2C(C#N)=C(N)Oc3c2c(=O)oc2ccccc32)cc1 (centres undefined)
34. OCc1cnc[nH]1
35. COC(=O)C1=C(c2cc3ccccc3s2)C[C@@H]2CC[C@H]1N2C(=O)NCc1ccc(C(F)(F)F)cc1
36. CN(C)N=O
37. Cc1ccc(-n2cc(CNC(C)Cc3cnccn3)c(-c3cccc(C)c3)n2)cc1 (centres undefined)
38. CC(C)C1(C)N=C(c2nc3ccccc3cc2C(=O)O)NC1=O (centres undefined)
39. CCOP(=O)(C#CC(C)(C)C)C(C)(O)c1ccccc1 (centres undefined)
40. CN1CCN(c2ccc([N+](=O)[O-])c3cccnc23)CC1
assay / entry,33,34,35,36,37,38,39,40
mIAP activ,0.94,1.1,0.91,0.9,1.2,1.1,1,0.95
APOBEC3G inh,-9,-4,-8,2,-1,-1,-9,4
APOBEC3A inh,-8,-2,0,1,-5,3,-6,2
NLRP3 yeast inh,1,-1,14,5,13,3,14,11
hIAP inh,-4,-4,5,-15,-13,12,-11,11
SENP1 inh,-1,1,1,-1,-1,0,1,1
beta cell repl,-3,-1,-8,-3,-5,2,1,-4
hIAP activ,1,1,0.95,1.2,1.1,0.88,1.1,0.89
mIAP inh,6,-7,9,10,-22,-14,-1,5

41. OC(c1cccc(Cl)c1)(c1cccc(Cl)c1)C1CN2CCC1CC2 (centres undefined)
42. O=C1NC(=S)NC(=O)C1=Cc1ccc2c(c1)CCN2CCCCl
43. N#CCCn1cc(C(=O)Nc2ccccc2Br)c(-c2ccc3c(c2)OCCO3)n1
44. COc1ccc(C(C)=O)cc1CN1CC=C(c2ccccc2)CC1
45. Cc1cc(C=O)c(C)n1C1CCCCC1
46. CCCCC12CNCC(C)(CNC1)C2=O
47. COc1ccccc1CN1CCN(C(=O)Cc2ccccc2)CC1
48. N#CC1=C(N)Oc2c(c(=O)oc3ccccc23)C1c1ccccc1OC(=O)c1cccs1 (centres undefined)
assay / entry,41,42,43,44,45,46,47,48
mIAP activ,1,0.34,1.1,0.91,0.94,0.92,1.2,0.99
APOBEC3G inh,-3,93,-7,5,-2,-7,4,-5
APOBEC3A inh,2,98,-3,56*,-3,-2,-4,-1
NLRP3 yeast inh,15,16,4,6,-1,6,-16,7
hIAP inh,1,-2,6,12,-3,14,21,-18
SENP1 inh,3,-25,2,0,-1,3,-1,-7
beta cell repl,-6,-4,3,-1,-1,-4,-1,0
hIAP activ,0.99,1,0.94,0.88,1,0.86,0.79,1.2
mIAP inh,-4,66*,-8,10,6,8,-16,1

49. COC(=O)C1=C(c2ccc3ccccc3c2)C[C@@H]2CC[C@H]1N2C(=O)NC1CCCCC1
50. CCCCn1c(C)c(C(=O)O)c2cc(OC)ccc21
51. Cc1ccc(N2C(=O)NC(=O)/C(=C\c3cn(CC(=O)O)c4ccccc34)C2=O)cc1
52. COc1ccc(CN2C(=O)NC(=O)/C(=C/c3ccoc3)C2=O)cc1
53. Fc1cccc(C2NCCc3[nH]cnc32)c1 (centres undefined)
54. CCN(CC)C(=O)c1ccc(NC(=O)c2cccc(C(F)(F)F)c2)cc1
55. COC(=O)C1=C(c2ccccc2)C[C@@H]2CC[C@H]1N2C(=O)NCCNC(C)=O
56. O=C(Cn1ncc2c3ccccc3n(Cc3ccc(F)cc3)c2c1=O)N1CCC2(CC1)OCCO2
assay / entry,49,50,51,52,53,54,55,56
mIAP activ,1.1,1.1,0.92,0.69,1,1.2,0.93,0.91
APOBEC3G inh,-10,3,-6,31,-1,-1,-6,-1
APOBEC3A inh,-5,1,5,69,0,-7,0,0
NLRP3 yeast inh,10,19,17,-20,17,2,8,11
hIAP inh,-4,10,-51,-20,15,-17,-4,6
SENP1 inh,4,0,6,-34,1,0,3,-2
beta cell repl,1,-1,-1,-2,0,-2,-2,0
hIAP activ,1,0.9,1.5,1.2,0.85,1.2,1,0.94
mIAP inh,-12,-8,8,32,-4,-16,7,9

# 5 compounds out of the list, arranged by count of non-hydrogen atoms, ascending:
46. CCCCC12CNCC(C)(CNC1)C2=O
31. Cc1cccc(OC(=O)N2CCOCC2)c1
38. CC(C)C1(C)N=C(c2nc3ccccc3cc2C(=O)O)NC1=O (centres undefined)
15. O=c1[nH]c(CN2CC=C(c3ccccc3)CC2)nc2scc(-c3ccccc3)c12
35. COC(=O)C1=C(c2cc3ccccc3s2)C[C@@H]2CC[C@H]1N2C(=O)NCc1ccc(C(F)(F)F)cc1
assay / entry,46,31,38,15,35
mIAP activ,0.92,0.96,1.1,0.97,0.91
APOBEC3G inh,-7,0,-1,-9,-8
APOBEC3A inh,-2,3,3,-6,0
NLRP3 yeast inh,6,9,3,0,14
hIAP inh,14,8,12,-9,5
SENP1 inh,3,1,0,-38,1
beta cell repl,-4,1,2,-2,-8
hIAP activ,0.86,0.92,0.88,1.1,0.95
mIAP inh,8,4,-14,3,9

# Next section.
57. Cc1ccc2c(c1)c(=O)c1c3n2CCN(CC#N)C3CC1 (centres undefined)
58. CN1CCN(C(=O)O[C@H]2c3nccnc3C(=O)N2c2ccc(Cl)cn2)CC1
59. COC(=O)C1=C(c2ccc(Cl)c(C(F)(F)F)c2)C[C@@H]2CC[C@H]1N2C(=O)N1CCCC1
60. Cc1c(C(c2ccc(Cl)cc2Cl)c2c(O)c3ccccc3oc2=O)c(=O)n(-c2ccccc2)n1C (centres undefined)
61. CC(=O)c1c(O)n(C)c(=S)n(-c2ccccc2)c1=O
assay / entry,57,58,59,60,61
mIAP activ,0.98,0.9,0.99,0.97,1.1
APOBEC3G inh,-10,-4,-7,-3,2
APOBEC3A inh,-5,-1,-1,3,2
NLRP3 yeast inh,2,18,0,10,-7
hIAP inh,-3,-2,5,1,-2
SENP1 inh,-5,1,-2,4,-32
beta cell repl,-2,0,-4,-2,-1
hIAP activ,1,1,0.95,0.99,1
mIAP inh,2,10,1,3,-7
